Screens from PubChem.
Arrestin-AP2 inh: inhibitors of beta-arrestin/AP2 binding, primary screen, biochemical, GPCR trafficking, flow cytometry. beta-arrestin 1 C-terminal peptide binding to AP2 beta2-adaptin appendage (human). FITC-arrestin peptide / GST-AP2 beads; AP2 beta2 appendage carries R879A mutation. inhibition, % at 10 µM. actives 0.31% (n = 340,000). AID 504490, 2011;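 active means inhibition above a set limit, near 3 SD of compounds lacking own fluorescence, cut at about 54% in these data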;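 further: plate controls were DMSO wells for no effect and 5 µM unlabelled arrestin peptide for full effect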
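system = GST-tagged AP2 beta2-adaptin appendage (R879A) on 4 µm glutathione beads | reagent = FITC-labelled arrestin peptide probe, 50 nM final | schedule = compound with beads 12 min RT, then probe 1 h RT | signal = HyperCyt-sampled flow cytometry, FL1 channel, ex 488/em 535 nm | read-out = percent response from loss of bead-bound FITC fluorescence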
DAGLB inhibitor: DAGLB lipase inhibitors, primary screen, biochemical, fluorescence, HTS. Diacylglycerol lipase-beta (Homo sapiens), Q8NCG7. HEK293T DAGLB membrane lysate, EnzChek fluorogenic substrate. inhibition, % at 5.17 µM. actives 0.059% (n = 340,000); in the data active means inhibition above about 34%;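 further: 0% = enzyme with vehicle and 100% = wells lacking enzyme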
PKA-R2B activ: activators of PKA-R2B holoenzyme, primary screen, biochemical, fluorescence polarization, Cy5-IP20, human. cAMP-dependent protein kinase catalytic subunit beta (Homo sapiens) + cAMP-dependent …. PKA-R2B holoenzyme dissociation; R2B truncated from residue 108, S112A mutant; 0% DMSO only, 100% 113 µM cGMP. activation, % at 11.4 µM. actives 0.079% (n = 340,000);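 active means activation above a cutoff set at the mean over all compounds plus 3 SD, cut at about 18% in these data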;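 further: higher means more holoenzyme dissociation and a rise in polarization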
C-LANA FP: inhibitors of KSHV C-LANA binding to DNA, primary screen, biochemical, fluorescence polarization, FAM-LBS DNA, MBP-C-LANA, single point. AID 504423, 2011. inhibition, % at 9 µM. actives 0.078% (n = 340,000);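 active means highest replicate inhibition at or above 60% at 9 µM, even if other replicates fall short; inactive means all replicates below 60% inhibition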;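 further: 0% = neutral control wells and 100% = 4 µM acridine orange control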
SR-BI DiI-HDL act: activators of SR-BI mediated DiI-HDL uptake, primary screen, ldlA[mSR-BI] CHO cells, DiI fluorescence; 3 h; 100 = double the neutral-control signal; activation, % at 12.5 µM; actives 0.096% (n = 320,000); AID 504775, 2011;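 active means mean replicate activation of at least 60% and every replicate at or above 60%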;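 further: 0% = median plate neutral-control signal and 100% = twice that signal; values of inactives mirror those of a sister screen read the other way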
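Test system: SR-BI-overexpressing, LDLR-lacking CHO cells; Also added: labelled HDL, 10 µg/mL; Measured by: bottom-read cell fluorescence after medium removal, ex 550/em 595 nm; Timing: 3 h uptake period with compound, 37 °C; Buffer or medium: F12, 0.5% BSA, 25 mM HEPES; Doses: single compound concentration, delivered by pin transfer.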
RTF Ca sens inh: cardiac RTF calcium sensitivity inhibitors, primary screen, biochemical, IANBD-TnC fluorescence, EC70 calcium; AID 493244, 2011; Troponin I, cardiac muscle (Homo sapiens) + Troponin T, cardiac muscle (Homo sapiens) + …; inhibition, % at 7.15 µM; IANBD-labeled cardiac RTF, Ca2+ fluorescence; actives 0.12% (n = 340,000);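 active means inhibition above the mean inhibition of all tested compounds plus 3 SD, cut at about 17% in these data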;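 further: assay run at fixed EC70 calcium of 1.6 mM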
SR-BI HDL uptake: inhibitors of SR-BI mediated HDL lipid uptake, primary screen, ldlA[mSR-BI] cells, fluorescence, single point. AID 488896, 2010. Scavenger receptor class B member 1 (Mus musculus), Q61009. ldlA[mSR-BI] CHO cells, DiI-HDL uptake fluorescence, 3 h. actives 0.96% (n = 320,000). inhibition, % at 12.5 µM;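 active means mean replicate inhibition of at least 70% and a set share of replicates each scoring 70 or more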;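 further: 0% = median of neutral control wells and 100% = median of positive control wells; values of inactives mirror those of a sister screen read the other way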
NSD2 inh: NSD2 histone methyltransferase inhibitors, primary screen, biochemical, AlphaScreen, single concentration, set 2; Histone-lysine N-methyltransferase NSD2 (Homo sapiens), O96028; NSD2 peptide methylation, 120 min; inhibition, % at 12.5 µM; actives 0.54% (n = 310,000); in the data active means inhibition above about 50%
Target sequence (O96028 whole entry, looked up): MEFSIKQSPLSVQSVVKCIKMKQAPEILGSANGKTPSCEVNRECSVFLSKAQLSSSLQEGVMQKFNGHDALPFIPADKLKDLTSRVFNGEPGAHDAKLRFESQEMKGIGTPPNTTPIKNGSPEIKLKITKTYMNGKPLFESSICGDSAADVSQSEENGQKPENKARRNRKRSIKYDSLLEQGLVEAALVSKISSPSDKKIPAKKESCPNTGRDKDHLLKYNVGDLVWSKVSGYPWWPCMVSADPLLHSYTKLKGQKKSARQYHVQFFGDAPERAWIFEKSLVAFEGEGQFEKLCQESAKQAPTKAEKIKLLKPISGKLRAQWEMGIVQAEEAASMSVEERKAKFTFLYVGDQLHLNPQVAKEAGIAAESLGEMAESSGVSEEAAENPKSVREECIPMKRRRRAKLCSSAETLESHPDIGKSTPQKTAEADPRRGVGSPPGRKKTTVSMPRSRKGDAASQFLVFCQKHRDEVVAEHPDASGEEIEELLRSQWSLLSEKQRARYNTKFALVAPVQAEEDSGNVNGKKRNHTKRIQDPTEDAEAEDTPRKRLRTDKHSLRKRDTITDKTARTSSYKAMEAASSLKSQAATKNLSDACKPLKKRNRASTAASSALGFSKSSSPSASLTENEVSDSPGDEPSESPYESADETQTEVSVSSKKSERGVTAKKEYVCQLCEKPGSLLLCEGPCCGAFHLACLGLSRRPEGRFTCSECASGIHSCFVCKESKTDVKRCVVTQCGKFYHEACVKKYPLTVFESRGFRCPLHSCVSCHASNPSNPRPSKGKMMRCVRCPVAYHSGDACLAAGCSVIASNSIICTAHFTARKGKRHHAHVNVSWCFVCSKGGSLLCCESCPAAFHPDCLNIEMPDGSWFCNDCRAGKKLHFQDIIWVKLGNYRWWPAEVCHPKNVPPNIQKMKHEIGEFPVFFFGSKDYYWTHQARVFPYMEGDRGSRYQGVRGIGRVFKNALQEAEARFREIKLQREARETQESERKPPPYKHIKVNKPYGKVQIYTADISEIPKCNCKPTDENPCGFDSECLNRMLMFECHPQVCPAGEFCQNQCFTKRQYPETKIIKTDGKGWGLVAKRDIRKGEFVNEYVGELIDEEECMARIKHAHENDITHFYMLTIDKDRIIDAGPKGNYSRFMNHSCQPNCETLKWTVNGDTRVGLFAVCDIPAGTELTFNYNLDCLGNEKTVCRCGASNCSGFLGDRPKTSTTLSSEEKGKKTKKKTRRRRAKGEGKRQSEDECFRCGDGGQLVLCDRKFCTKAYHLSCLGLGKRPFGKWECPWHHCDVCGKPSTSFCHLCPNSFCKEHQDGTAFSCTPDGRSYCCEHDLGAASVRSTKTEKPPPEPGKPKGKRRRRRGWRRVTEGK
PvdQ acylase: P. aeruginosa PvdQ acylase inhibitors, primary screen, biochemical, fluorescence, plate reader and imaging, single point. purified PvdQ acylase. inhibition, % at 10 µM. actives 0.063% (n = 340,000); in the data active means inhibition above about 30%, passing the limit was not always enough;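 further: 0% = vehicle neutral wells and 100% = reference inhibitor wells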
Keap1-Nrf2 PPI: Keap1-Nrf2 protein-protein interaction inhibitors, primary screen, biochemical, fluorescence polarization, single point | Kelch-like ECH-associated protein 1 (Homo sapiens), Q14145 | Keap1 Kelch-Nrf2 peptide fluorescence polarization, 1536-well | inhibition, % at 9.4 µM | actives 0.15% (n = 340,000) | AID 504523, 2011; in the data active means inhibition above about 12%;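 further: human Keap1 Kelch domain with fluorescein labeled Nrf2 9mer peptide probe; 0% = neutral control wells and 100% = peptide positive control; higher means more block of Keap1 binding to Nrf2 peptide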
Numbers without * were called inactive; x = not tested or not shown. Outcome played no part in choosing rows (roughly 2.1% active in at least one column).

Arrestin-AP2 inh | DAGLB inhibitor | PKA-R2B activ | C-LANA FP | SR-BI DiI-HDL act | RTF Ca sens inh | SR-BI HDL uptake | NSD2 inh | PvdQ acylase | Keap1-Nrf2 PPI | SMILES
5 | 0 | -4 | 0.7 | x | -8 | x | 4 | 2 | 0 | CCC1(c2ccc(Cl)cc2)NC(=S)N(c2ccc(C)c(C)c2)N1 (centres undefined)
-5 | 1 | -3 | -0.7 | 3 | -11 | -3 | 1 | -9 | -6 | CC1CCN(C(=O)C2CCN(S(=O)(=O)N3CCC4(CC3)OCCO4)CC2)CC1
57* | -4 | 8 | 9.0 | -49 | -3 | 49 | 0 | 8 | 3 | CCc1ccc(C(=O)COC(=O)c2cc([N+](=O)[O-])ccc2NCCO)cc1
1 | 2 | 6 | 1.2 | -24 | -7 | 24 | -25 | -4 | -5 | O=C(CN1C(=O)NC2(CCCCCC2)C1=O)c1ccc(Cl)cc1
-6 | 0 | -6 | 1.6 | 7 | 0 | -7 | -1 | -12 | 2 | CC(NC(=O)c1ccccc1NS(C)(=O)=O)c1ccccc1 (centres undefined)
43 | -5 | -1 | 1.1 | -8 | -4 | 8 | -4 | 3 | 2 | O=C(Nc1ccccc1F)c1ccc(OCc2ccccc2)cc1
4 | 0 | -8 | 3.3 | 10 | -5 | -10 | 3 | -16 | -2 | CS(=O)(=O)N1CCC(C(=O)Nc2ccc(Cl)cc2)CC1
12 | 1 | -8 | 0.1 | 7 | -7 | -7 | -2 | -2 | 1 | CCOc1ncccc1C(=O)OCC(=O)NCCc1ccc(S(N)(=O)=O)cc1
7 | -4 | -2 | -1.3 | -4 | 0 | 4 | -2 | 3 | 4 | Cc1ccc(CNC(=O)c2ccc(C)s2)cc1
18 | -2 | -1 | 0.2 | 20 | 6 | -20 | 2 | 5 | -4 | CC(C)C(NC(=O)c1ccccc1F)C(=O)NCc1ccc(S(=O)(=O)N2CCOCC2)cc1 (centres undefined)
1 | 0 | 5 | 0.2 | -11 | 3 | 11 | -2 | 10 | -5 | Cc1ccc(NC(=O)CSc2nnc(CNC(=O)c3cccs3)o2)c(C)c1
2 | -1 | 6 | 0.8 | 29 | -5 | -29 | -2 | -15 | -4 | CC(C)(C)CC(=O)Nc1ccc(-c2nnc3n2CCCCC3)cc1
-4 | -1 | 2 | -0.3 | 15 | -7 | -15 | 8 | -1 | -8 | O=C(CN1C(=O)NC2(CCCC2)C1=O)OCc1ccc(Cl)c(Cl)c1
7 | 2 | 1 | -0.5 | -10 | -11 | 10 | 21 | -17 | -3 | CCOc1cc(CNc2ccc(N3CCOCC3)cc2)cc(Br)c1OCC
-14 | -2 | 8 | 1.0 | 8 | -10 | -8 | 0 | -7 | 0 | c1ccc2oc(SCc3cn4ccccc4n3)nc2c1
-11 | 0 | -5 | 1.1 | 25 | 2 | -25 | 0 | -11 | -3 | O=C(NCCNC(=O)c1cnccn1)c1ccc(Cl)cc1
-12 | 3 | -12 | 1.9 | 16 | -3 | -16 | x | -6 | -2 | CNC(=S)N(CCc1cccc(C)c1)Cc1cc2cc(OC)c(OC)cc2[nH]c1=O
-2 | 2 | 11 | -1.5 | -18 | -8 | 23 | 1 | 14 | 4 | COc1ccc(O)c(C(=O)/C=C/c2cc3ccccc3o2)c1
6 | -14 | 0 | 0.9 | 9 | -2 | -9 | -5 | -12 | 1 | O=C(Cc1ccc(Br)cc1)NCCc1ccccc1
2 | 2 | -6 | -0.8 | 19 | 11 | -19 | 0 | -1 | 0 | COc1ccc(C(=O)NCCOc2ccccc2)cc1S(=O)(=O)N1CCOCC1

3 compounds already listed, ordered by number of heavy atoms, low to high.
Arrestin-AP2 inh | DAGLB inhibitor | PKA-R2B activ | C-LANA FP | SR-BI DiI-HDL act | RTF Ca sens inh | SR-BI HDL uptake | NSD2 inh | PvdQ acylase | Keap1-Nrf2 PPI | SMILES
7 | -4 | -2 | -1.3 | -4 | 0 | 4 | -2 | 3 | 4 | Cc1ccc(CNC(=O)c2ccc(C)s2)cc1
-6 | 0 | -6 | 1.6 | 7 | 0 | -7 | -1 | -12 | 2 | CC(NC(=O)c1ccccc1NS(C)(=O)=O)c1ccccc1 (centres undefined)
7 | 2 | 1 | -0.5 | -10 | -11 | 10 | 21 | -17 | -3 | CCOc1cc(CNc2ccc(N3CCOCC3)cc2)cc(Br)c1OCC

(next part)
Arrestin-AP2 inh | DAGLB inhibitor | PKA-R2B activ | C-LANA FP | SR-BI DiI-HDL act | RTF Ca sens inh | SR-BI HDL uptake | NSD2 inh | PvdQ acylase | Keap1-Nrf2 PPI | SMILES
-1 | -1 | -7 | -2.1 | x | -2 | x | -6 | -30 | -4 | CCOC(=O)CNC(=O)C1CCN(S(=O)(=O)c2ccc(-c3nn[nH]n3)cc2)CC1
-19 | 2 | 4 | 0.3 | 11 | 0 | -11 | 2 | -12 | -1 | CC1=C(C(=O)Nc2ccccn2)C(c2ccc(Cl)cc2Cl)NC(=S)N1 (centres undefined)
10 | 2 | -11 | 1.2 | 17 | -1 | -17 | 1 | -4 | -3 | COc1ccc(C2=NN(CC(=O)NCc3ccco3)C(=O)CC2)cc1
-6 | 3 | 4 | -1.1 | 8 | -10 | -8 | 4 | -12 | 1 | COC(=O)CCC(=O)Nc1cccc2c(NC(=O)CCC(=O)OC)cccc12
30 | 1 | -10 | 1.3 | 8 | 0 | -8 | -10 | -3 | 0 | O=C(O)CN(CCc1ccccc1)S(=O)(=O)c1ccccc1
4 | -1 | 7 | -1.0 | -13 | 7 | 13 | 0 | 5 | -3 | CSc1ncccc1C(=O)NCCc1ccc(Cl)cc1
-1 | 0 | -1 | 0.7 | 2 | -7 | -2 | -2 | -13 | 3 | Cc1cccc(CCNC(=O)CCNS(=O)(=O)c2cc(Br)cnc2N)c1
41 | -1 | 11 | -0.6 | 3 | -6 | -3 | 0 | -2 | 1 | COc1ccc(CCNC(=O)CSc2ccc3nnc(CCNC(=O)c4ccc(C)cc4)n3n2)cc1OC
-8 | -11 | -7 | -1.3 | 26 | -14 | -26 | -5 | -20 | -3 | Cn1c(NC2CCCCC2)cc(=O)n(C)c1=O
0 | 0 | -4 | 0.8 | -27 | 0 | 27 | 8 | -7 | -2 | CN1CCN(c2ccc([N+](=O)[O-])cc2NC(=O)c2cccs2)CC1
-5 | -7 | -6 | 1.1 | -13 | -20 | 13 | -3 | 5 | 2 | CSCCC(NC(=O)COc1ccccc1)C(=O)OCCOc1ccc(Br)cc1 (centres undefined)
-20 | 1 | -7 | 0.2 | 12 | -7 | -12 | x | -21 | -1 | CC1CCCCN1C(=O)COC(=O)c1cc(Cl)c2c(c1)OCO2 (centres undefined)
8 | 0 | -6 | 1.8 | 15 | 2 | -15 | 3 | -12 | 2 | O=C(O)CSCc1nc2ccccc2[nH]1
2 | -1 | -5 | 0.5 | -7 | 8 | 7 | -1 | -2 | -3 | CN(C(=O)COC(=O)c1cccnc1Nc1cccc(C(F)(F)F)c1)C1CCS(=O)(=O)C1 (centres undefined)
-4 | -2 | 5 | 0.9 | -1 | -1 | 1 | -2 | -16 | -3 | O=C(Nc1nnc(CCc2ccccc2)s1)c1ccccc1F
15 | 0 | -4 | -1.6 | 15 | -7 | -15 | -3 | -5 | 2 | Nc1nnc(SCCOc2ccc(Br)cc2)s1
10 | 1 | 6 | 0.7 | 0 | -8 | 0 | 5 | -11 | -1 | Cc1cccc(-n2cc(CN3CCN(C(=O)c4ncn[nH]4)CC3)c(-c3cccc(F)c3)n2)c1
-5 | -9 | 5 | 0.1 | 9 | -14 | -9 | 1 | -8 | -1 | O=C(CSC1CN(C(c2ccccc2)c2ccccc2)C1)N/N=C/c1ccc(Cl)cc1Cl
5 | 1 | 5 | 0.1 | 7 | -4 | -7 | x | 2 | 7 | COc1ccc(-c2[nH]ncc2/C=C(\C#N)C(=O)NC2CC2)cc1
2 | 1 | -14 | 1.4 | -5 | -7 | 5 | -7 | -3 | 2 | CCCc1cc(=O)n2[nH]c(-c3ccc(Cl)cc3)cc2n1

As entered above.
CCCc1cc(=O)n2[nH]c(-c3ccc(Cl)cc3)cc2n1 in DAGLB inhibitor has 1
CCOC(=O)CNC(=O)C1CCN(S(=O)(=O)c2ccc(-c3nn[nH]n3)cc2)CC1 in RTF Ca sens inh has -2

Results in SR-BI HDL uptake, for 2 of the compounds above:
Molecule,SR-BI HDL uptake
COc1ccc(CCNC(=O)CSc2ccc3nnc(CCNC(=O)c4ccc(C)cc4)n3n2)cc1OC,-3
O=C(Nc1nnc(CCc2ccccc2)s1)c1ccccc1F,1

(more compounds)
Arrestin-AP2 inh | DAGLB inhibitor | PKA-R2B activ | C-LANA FP | SR-BI DiI-HDL act | RTF Ca sens inh | SR-BI HDL uptake | NSD2 inh | PvdQ acylase | Keap1-Nrf2 PPI | SMILES
11 | -1 | 6 | -0.3 | -75 | 10 | 75* | x | -21 | -5 | O=C1C=C(c2ccc(F)cc2OCc2ccccc2)C[C@@H](c2ccc(F)cc2)C1
6 | 3 | -5 | 0.1 | -1 | -2 | 1 | -1 | -10 | 0 | O=C(CN1c2ccccc2Sc2ccccc21)NNC(=O)Nc1ccc(Cl)c(Cl)c1
-1 | -6 | 0 | 1.5 | 12 | 0 | -12 | 1 | -12 | -5 | Cn1c(=O)c2c(ncn2CC(=O)Nc2ccc(Cl)cc2Cl)n(C)c1=O
2 | 1 | -10 | -1.3 | 1 | 3 | -1 | 1 | -9 | 7 | CN(c1ccc(C(=O)NCCC2=CCCCC2)cc1)S(C)(=O)=O
8 | 2 | -10 | -0.1 | 17 | -9 | -17 | 2 | -8 | -1 | Clc1ccc(-c2nnc3n2CCCS3)cc1
-7 | 4 | 4 | -0.7 | 16 | 2 | -16 | -3 | -13 | -1 | Cc1ccc(NC(=O)C2CC(=O)n3c(nc4ccccc43)N2)cc1Cl (centres undefined)
